Screens: PubChem BioAssay, Broad Institute
LGR2 inh – Drosophila LGR2 receptor signaling inhibition. hit rate 0.35% among 380,000. HEK293 LGR2, CRE-luciferase, bursicon-stimulated, 4 h. inhibition, % at 9.99 µM;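 active = drop in luminescence signal, shown as inhibition above about 50% in the replicate tests, limit read from the data, passing the limit was not always enough; inconclusive = probably only some replicates passing the limit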;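 note: agonist challenge used bursicon conditioned medium at about half maximal strength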
Cneo AK release – Cryptococcus neoformans lysis via adenylate kinase release. lysis activity, % at 15 µM. C. neoformans lysis, adenylate kinase release luminescence, 4 h; normalised: neutral wells 0, clomiphene wells 100. hit rate 0.2% among 360,000;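 active = mean lysis activity across replicates of at least 80%, whatever share of replicates individually reach that level; inactive = mean lysis activity below 80%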
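Assay system: C. neoformans cells. Amount: yeast cell density of 5 × 10^6 cells/mL. Technique: AK luminescence. Buffer or medium: YPD. Times: static 4 h at 37 °C with compound, 1 h detection. Dosing: single-point compound dose. Read-out: lysis from increased AK signal.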
PglD inh – PglD (C. jejuni) enzyme inhibition; purified PglD enzyme, DTNB colorimetric CoA detection; inhibition, % at 12.5 µM; hit rate 0.098% among 360,000; AID 602405; in the data active = inhibition above about 16%, passing the limit was not always enough; inconclusive = no clear call, values can overlap the other calls; note: strong numbers were not always called active
INS-1E GSIS act – GLuc luminescence reporter in INS-1E cells, primary screen for activators of glucose-dependent secretion of insulin | INS-1E GLuc reporter insulin secretion, 2-3 h | activation, % at 16.6 µM | hit rate 0.61% among 370,000 | AID 743287;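 active = lowest replicate activation of at least 40%, so every replicate reaches that level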;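 note: 0% = median of neutral control wells and 100% = median of IBMX positive control wells; some compounds called inactive have numbers as strong as hits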
PGC1a acetyl inh – lowers PGC1a acetylation signal in U2OS cells; inhibition, % at 15.6 µM; hit rate 0.17% among 350,000; AlphaScreen anti-acetyl-lysine; with virally co-expressed GCN5 acetyltransferase; AID 651687;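 active = every replicate shows inhibition of at least 40%; inconclusive = mean inhibition at least 40% but some replicate below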;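 note: 0% = neutral control wells and 100% = positive control wells; some results beyond the cut were filed as inactive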
Statin myotox sup – suppressors of simvastatin-induced myotoxicity in C2C12 myotubes. ATP luminescence, 48 h; scaled: DMSO 0, geranylgeraniol control 100. rescue of ATP level, % at 7.49 µM. hit rate 0.78% among 330,000. AID 602340;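 active = mean ATP rescue above about 67%, or every replicate alone reaching that limit, limit read from the data, passing the limit was not always enough; inconclusive = no clear call, values can overlap the other calls; inactive = mean under the limit and some replicate under it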;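 note: myotubes were challenged with 10 µM simvastatin during compound exposure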
ARNT-TACC3 inh – ARNT/TACC3 interaction disruption. Q9Y6A5. AlphaScreen His-ARNT PAS-B/GST-TACC3 binding, luminescence; TACC3 fragment carries E629A point mutation. inhibition, % at 9.99 µM. hit rate 0.66% among 390,000. AID 623870;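 active = mean inhibition of replicates at least 50% and at least half of replicates each reaching 50%; inconclusive = half or more replicates reach 50% but mean below 50%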;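 note: 0% = complete ARNT plus TACC3 wells and 100% = ARNT alone without TACC3; many hits fall short of the cut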
PAX8 inh HTS – inhibitors of PAX8 transcriptional activity in RMG-I cells. RMG-I TPO-luciferase reporter, SteadyGlo, 24 h. inhibition, % at 12.6 µM. hit rate 1.2% among 360,000. AID 652154;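 active = mean replicate inhibition at least 60% with every replicate also reaching 60%; inconclusive = only one of the two criteria is met; inactive = mean below 60% and not all replicates reaching 60%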;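 note: luciferase light reporting Pax8 driven TPO promoter activity; plate controls were median of neutral control wells for no effect and mitoxantrone controls for full effect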
* marks the source's active call; other numbers are inactive results; ? = inconclusive; · = not tested or not shown; & = joins results of further samples.

SMILES	LGR2 inh	Cneo AK release	PglD inh	INS-1E GSIS act	PGC1a acetyl inh	Statin myotox sup	ARNT-TACC3 inh	PAX8 inh HTS
C=CCn1c(O)c(C(C)=NCCc2ccccc2)c(=O)[nH]c1=O	·	8	0	·	-10	10	-2	·
C[C@]12CC[C@H](O)C[C@H]1CC[C@@H]1C2CC[C@]2(C)[C@@H](C3=CC(=O)OC3)[C@@H](O)C[C@]12O (some centres not stated)	75*	1	-4	-3	·	15	-4	41
CN(C)CCN=Cc1c(O)n(-c2cccc(C(F)(F)F)c2)c(=O)[nH]c1=O	-1	0	·	5	-6	6	1	·
Cc1[nH]c2ccccc2c1CCCNC1CCCCC1	-3	2	·	-4	-3	4	24	13
C=C1C(O)(c2ccccc2)C2CC[N+]1(C)CC2 (configuration not stated)	·	2	-3	·	3	5	0	·
Cc1ccc(OC(=O)N(C)C[C@H]2OCc3ccccc3-c3c(n(C)c4ccccc34)C(=O)N([C@@H](C)CO)C[C@H]2C)cc1	7	·	·	-15	-82	·	·	13
COc1ccc(CN2Cc3cc(N4CCOCC4)ccc3-n3nncc3C2)cc1	-15	0	3	-4	7	2	·	1
C=C(C)[C@@H]1[C@H]2OC(=O)[C@H]1[C@]1(O)C[C@H]3O[C@]34C(=O)O[C@H]2[C@]14C	-30	0	-5	-14	10	-2	-3	5
Fc1cccc(-c2ccc3c(c2)CN(C(=S)NCCc2ccccc2)Cc2cnnn2-3)c1	14	2	-2	-3	6	-12	·	-6
CC1(C)N2CC3([N+](=O)[O-])CN1CC([N+](=O)[O-])(C2)C3	7	·	·	·	·	4	-1	-23
CCN(CC)Cc1c[nH]c2ccccc12	·	-9	0	·	-4	16	-16	·
C=CCN1C(=O)NC(=O)/C(=C/c2cnc(SC)nc2)C1=O	·	1	1	·	9	-2	5	·
C=CCn1c(O)c(/C=C2/C=c3ccccc3=N2)c(=O)[nH]c1=S	1	2	-1	-10	-6	15	-1	15
Cc1cc(C)c(S(=O)(=O)NCC2CCC(C(=O)N3CCC4(CC3)OCCO4)CC2)c(C)c1 (configuration not stated)	12	0	-2	-29	-8	2	-3	·
N/C(=N/[N+](=O)[O-])N1CCN(C(=O)Oc2ccc([N+](=O)[O-])cc2)CC1	-14	2	-4	2	3	8	-3	-3
COC(=O)N1C(c2ccccc2)C1c1ccccc1 (configuration not stated)	8	·	·	9	4	·	·	-4
CCS(=O)(=O)N1CCC(C(=O)N2CCC3(CC2)OCCO3)CC1	-4	-1	1	7	2	-6	-3	·
C[C@@]12N[C@@H](Cc3ccccc31)c1ccccc12	9&9	4&-1	-6&3	4	5&2	3&2	-5&-2	8&-7
COc1ccc(-c2nn(CCC#N)cc2C(=O)Nc2ccccc2Br)cc1[N+](=O)[O-]	-4	·	·	5	·	·	-1	11
CCOc1cc2c(cc1OCC)-n1cccc1C(c1ccc(OC)cc1)NC2 (configuration not stated)	-2	0	·	-15	-1	-5	16	-11
CC1CCC(NCCc2ccc3c(c2)OCO3)CC1 (configuration not stated)	1	0	2	-10	-6	10	-4	·
CCOCC1(CCc2ccccc2)C(=O)NC(=S)NC1=O	2	1	-1	·	·	-1	29	-3
O=S(=O)(O)C(=Cc1ccccc1)c1ccccc1 (tested in a mixture with another compound)	-80	·	·	5	·	·	2	-28
CC1CCCN(CC(=O)c2ccc(Cl)c(Cl)c2)C1 (configuration not stated)	-7	·	·	-10	-10	·	-10	-20
NCCc1c(Cc2ccccc2)[nH]c2ccccc12	9	2	-8	-2	13	10	·	18
CN(C)C(=O)Oc1ccc(NC(=O)N2CCOCC2)cc1	1	0	0	3	11	13	-5	-12
N#Cc1cccc(-c2ccc([C@@H]3[C@H](CO)N4CCCCN(C(=O)Cc5ccccc5)C[C@@H]34)cc2)c1	9	-2	0	-26	12	·	0	19
COc1cc(N2CCOCC2)ccc1/C=C1\C(=O)NC(=O)N(Cc2ccc3c(c2)OCO3)C1=O	-1	·	·	-5	-10	·	2	17
O=C(c1ccc(Cl)cc1)C1CCCN(Cc2ccc3nonc3c2)C1 (configuration not stated)	5	2	-6	-36	-9	3	5	7
O=C(CCc1nnc2ccc(NCc3ccccc3)nn12)N1CCC2(CC1)OCCO2	9	13	-2	0	2	-5	0	1
COC(=O)[C@H]1[C@H](CO)[C@H]2Cn3c(ccc(-c4cccc(C(=O)N(C)C)c4)c3=O)[C@@H]1N2C(=O)NC(C)C	12	·	·	0	·	18	·	-4
COc1ccc(-n2nnnc2C(c2cccs2)N2CCC(n3c(=O)[nH]c4ccccc43)CC2)cc1 (configuration not stated)	15	-19	1	-47	-24	-3	·	71*
COC(=O)C1=C(c2ccc(F)cc2F)C[C@@H]2CC[C@H]1N2C(=O)N1CCCCC1	0	0	12	-4	9	-2	-20	-2
N[C@@H](Cc1ccc(N(CCCl)CCCl)cc1)C(=O)O	-23	-1	11	12	-5	10	0	16
CC(=O)c1cn(CC(=O)NCCc2c[nH]c3ccccc23)c2ccccc12	20	1	1	-6	6	2	6	4
O=C1CC(N2CC2)C(=O)N1c1ccccc1 (configuration not stated)	-14	-2	-3	0	·	·	·	11

Profiles as entered above. Order of screens: LGR2 inh	Cneo AK release	PglD inh	INS-1E GSIS act	PGC1a acetyl inh	Statin myotox sup	ARNT-TACC3 inh	PAX8 inh HTS
`CN(C)C(=O)Oc1ccc(NC(=O)N2CCOCC2)cc1` in the list: 1	0	0	3	11	13	-5	-12
`COC(=O)C1=C(c2ccc(F)cc2F)C[C@@H]2CC[C@H]1N2C(=O)N1CCCCC1` in the list: 0	0	12	-4	9	-2	-20	-2
`COc1cc(N2CCOCC2)ccc1/C=C1\C(=O)NC(=O)N(Cc2ccc3c(c2)OCO3)C1=O` in the list: -1	·	·	-5	-10	·	2	17
`O=C1CC(N2CC2)C(=O)N1c1ccccc1` (configuration not stated) in the list: -14	-2	-3	0	·	·	·	11
`N#Cc1cccc(-c2ccc([C@@H]3[C@H](CO)N4CCCCN(C(=O)Cc5ccccc5)C[C@@H]34)cc2)c1` in the list: 9	-2	0	-26	12	·	0	19

New compounds follow
SMILES	LGR2 inh	Cneo AK release	PglD inh	INS-1E GSIS act	PGC1a acetyl inh	Statin myotox sup	ARNT-TACC3 inh	PAX8 inh HTS
O=C1NC(=O)C(=Cc2cc3c(cc2[N+](=O)[O-])OCO3)C(=O)N1	19	-2	-3	9	3	5	14	2
O=C1C2CCCN2C(c2ccc(Cl)cc2)N1c1ccccn1 (configuration not stated)	·	-1	3	-5	3	2	4	-15
O=C(c1ccccc1F)c1cn(CC(=O)N2CCOCC2)c2ccccc12	·	1	-1	·	7	·	0	-13
CCC(C)n1c(O)c(/C=N/N2CCOCC2)c(=O)[nH]c1=S (configuration not stated)	2	-3	7	12	·	·	-1	1
COC1=CC2C3Cc4ccc(OC)c(O)c4C2(CCN3C)CC1=O (configuration not stated)	-7	-2	2	-5	1	-6	0	-2
Cn1c(O)c(/C=C2\C=Nc3ccccc32)c(=O)n(C)c1=O	7	-1	-4	10	-1	35	2	23
CCn1c(O)c(C=NCc2cccs2)c(=O)[nH]c1=O	·	2	-2	18	10	·	-2	·
CCc1nc2ccccc2c(=O)n1-c1cccc(OC)c1	29	0	4	14	2	-13	·	·
C=CCN1C(=O)/C(=C/c2ccc(N3CCOCC3)o2)C(=O)NC1=S	1	-1	-1	-10	·	·	7	-5
O=C(C1CCCO1)N1CCC2(CC1)OCCO2 (configuration not stated)	·	0	-1	·	3	2	-5	·
COC(=O)C1=C(c2cc3ccccc3s2)C[C@@H]2CC[C@H]1N2C(=O)NCc1ccco1	6	-1	-2	-20	3	-7	6	6
CCCOC(=O)c1ccc(-[n+]2c(-c3ccccc3)cc(-c3ccccc3)cc2-c2ccccc2)cc1	-5	-4	-1	-17	-13	-40	7	88*
Cc1cc(=O)oc2c(C)c(OCC(=O)N3C[C@H]4C[C@@H](C3)c3cccc(=O)n3C4)ccc12	·	1	-1	·	6	0	12	·
CC(C)(C)c1cc(OC(=O)Cc2ccccc2)ccc1O	4	0	-5	2	10	6	-7	11
CCCCNC(=O)CN1C(=O)CN=C(c2ccccc2)c2ccccc21	2	0	-4	·	-3	11	-10	18
N=c1n(CCO)c2ccccc2n1Cc1ccccc1	·	-5	-5	·	14	86*	4	·
O=c1[nH]c(=O)n(CCc2ccc(F)cc2)c(O)c1/C=N/N1CCCCC1	-23	·	·	3	·	·	-6	1
COc1ccc(CN2Cc3cc(-c4cccc(F)c4)ccc3-n3nncc3C2)cc1	-2	-1	1	-10	-19	14	·	-11
Cc1noc(C)c1CC(=O)N1CCCC(N2CCN(c3ccccc3F)CC2)C1 (configuration not stated)	-7	0	-4	3	·	3	-5	25
CCn1c(O)c(N=Nc2cccc(S(=O)(=O)N3CCOCC3)c2)c(=O)n(CC)c1=S	9	·	·	-9	17	·	-7	0
Cc1ccc(C)c(NC(=S)NCCc2cnc[nH]2)c1	6	-3	-1	-10	8	·	-4	-1
COCc1cc(OC(=O)N(C)C)nc(-c2ccccc2)n1	13	1	1	14	-5	·	-2	12
COC(=O)C1=C(c2ccc(F)cc2OCc2ccccc2)C[C@@H]2CC[C@H]1N2C(=O)NCc1ccccc1C(F)(F)F	8	3	0	11	-3	-25	0	10
Fc1ccc(C(OCCN2CCN(CCCc3ccccc3)CC2)c2ccc(F)cc2)cc1	21	-2	-2	·	-18	-37	3	?
O=C(c1ccc2nc(-c3ccco3)c(-c3ccco3)nc2c1)N1CCC2(CC1)OCCO2	·	0	-3	·	7	-13	10	·
O=C(c1cc(Br)ccc1Cl)N1CCC2(CC1)OCCO2	·	3	4	·	4	0	·	·
C=CCn1c(O)c(C(C)=NC2CCN(Cc3ccccc3)CC2)c(=O)[nH]c1=O	·	0	-1	·	-2	·	·	19
O=C1NS(=O)c2cc([N+](=O)[O-])cc([N+](=O)[O-])c21 (configuration not stated)	20	-2	3	-7	3	-6	5	1
CCCNC(=O)c1c(N)n(CC2CCCO2)c2nc3ccccc3nc12 (configuration not stated)	·	·	·	0	-17	6	-15	-2
O=[N+]([O-])c1cccc(NP(=O)(N2CC2)N2CC2)c1	13	0	-3	-9	4	-1	7	7
CN(C=O)CP(=O)(O)CN(C)C=O	·	-3	-3	·	-13	7	-6	·
CCC(Oc1cc(Cl)ccc1Cl)C(=O)N1CCC2(CC1)OCCO2 (configuration not stated)	5	0	7	11	·	0	·	1
CC1=C2[C@@H]3OC(=O)[C@H](C)C3CC[C@@]2(C)C=CC1=O (some centres not stated)	-6	0	-3	-7	-4	5	-21	6
O=C(Cc1cccnc1)N1CCCCN2[C@H](CO)[C@H](c3ccc(C#CC4(O)CCCC4)cc3)[C@H]2C1	4	-8	-2	3	9	8	-9	-22
C[N+]12CN3CN(CN(C3)C1)C2	·	1	-2	·	-8	2	-6	-6
COc1ccc(C2(C#N)CC[N+](C)(C)CC2)cc1	·	1	-1	·	-8	13	-7	·
CN1C2CNC(=O)CC1C1CCC2C1 (configuration not stated)	17	-2	-6	-4	·	-2	·	-14
CCC(C)NC(=O)c1c(N)n(Cc2ccc3c(c2)OCO3)c2nc3ccccc3nc12 (configuration not stated)	·	1	1	·	-6	·	-2	2
C=C[C@@H]1C2=CCOC(=O)C2=CO[C@H]1O[C@@H]1O[C@H](CO)[C@@H](O)[C@H](O)[C@H]1O	-7	1	-7	-4	5	-3	0	-12

This is a subset, so the mix of outcomes need not match the whole.
